Bioassay records (PubChem BioAssay)
AddAB inh = less growth of phage-infected E. coli with AddAB. E. coli expressing H. pylori AddAB, absorbance growth. inhibition, % at 11.9 µM. 330,000 tested, 0.29% active; in the data active = inhibition above about 12%;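 note: 0% = vehicle wells of infected cells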
phage Ecoli inh = E. coli growth loss with phage present. inhibition, % at 11.9 µM. 360,000 tested, 0.26% active. growth absorbance; in the data active = inhibition above about 11%
PKA-R1A activ = PKA-R1A complex activation; PKA-R1A dissociation, Cy5-IP20 fluorescence polarization; scaled: DMSO 0%, 113 µM cGMP 100%; 340,000 tested, 0.083% active; AID 504707; activation, % at 11.4 µM;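 active = percent activation above the mean of all tested compounds plus 3 SD, cut at about 19% in these data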;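 note: higher means more PKAc released from R1A so a rise in polarization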
HTR5A ag = counter-screen for OPRM1-OPRD1 agonists: human HTR5A agonism. activation, % at 9.3 µM. P47898. HTR5A agonist assay, luminescence, cell-based. AID 504692. 340,000 tested, 0.61% active; in the data active = activation mostly above about 9.5%, no sharp cut-off; inactive = mostly below about 7.6%;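 note: 0% = cells with vehicle only and 100% = reference agonist; strong numbers were not always called active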
Target sequence (P47898 whole entry, looked up): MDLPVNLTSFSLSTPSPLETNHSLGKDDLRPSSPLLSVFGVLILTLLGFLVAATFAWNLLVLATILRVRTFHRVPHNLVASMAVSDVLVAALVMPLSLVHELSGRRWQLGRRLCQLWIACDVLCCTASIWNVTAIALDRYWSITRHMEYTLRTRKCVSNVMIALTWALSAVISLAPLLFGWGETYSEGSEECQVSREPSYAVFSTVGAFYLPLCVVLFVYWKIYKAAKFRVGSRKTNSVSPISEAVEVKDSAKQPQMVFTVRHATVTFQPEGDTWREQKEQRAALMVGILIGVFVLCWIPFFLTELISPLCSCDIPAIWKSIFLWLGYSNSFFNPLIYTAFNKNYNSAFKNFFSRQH
MOR-DOR ag = agonists of human mu-delta opioid receptor heterodimerization; cells, OPRM1-OPRD1 heterodimerization, luminescence; activation, % at 9.3 µM; 340,000 tested, 0.3% active; AID 504326; in the data active = activation above about 18%;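 note: 0% = vehicle-treated cells and 100% = reference agonist; values of inactives mirror those of a sister screen read the other way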
OPRM1-OPRD1 inv = mu-delta opioid heterodimer inverse agonism; P35372+P41143; cell-based MOR-DOR heterodimer luminescence; inhibition, % at 9.3 µM; 340,000 tested, 0.21% active; AID 504357; in the data active = inhibition above about 22%, passing the limit was not always enough;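 note: 0% = cells with DMSO and 100% = wells without cells with DMSO; values of inactives mirror those of a sister screen read the other way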
HTR5A inv ctr = inverse agonist of human HTR5A in OPRM1-OPRD1 counter-screen | P47898 | HTR5A cell line, luminescence, inverse agonism | inhibition, % at 9.3 µM | 340,000 tested, 0.083% active; in the data active = inhibition mostly above about 23%, no sharp cut-off; inactive = mostly below about 18%;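 note: 0% = cells with DMSO and 100% = no-cell wells with DMSO; some compounds called inactive have numbers as strong as hits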
PfHsp90 yeast 2 = growth inhibition of yeast expressing Plasmodium Hsp90; S. cerevisiae expressing PfHsp90, BacTiter-Glo ATP, 48 h; yeast lacking PDR1 and PDR3 efflux regulators; inhibition, % at 9.4 µM; 310,000 tested, 0.32% active;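 active = every replicate shows inhibition above about 80%, whatever the replicate mean, limit read from the data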;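 note: 0% = DMSO neutral controls and 100% = 20 µM radicicol positive controls; yeast relying on Plasmodium falciparum Hsp90 in place of its own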
Pemphigus Ab inh = inhibitors of pemphigus antibody binding to human desmoglein-3. DSG3-coupled beads, scFv-anti-DSG3-GFP binding, flow cytometry; hits give low values. binding (percent of control), % at 10 µM. 310,000 tested, 0.48% active. AID 588358;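 active = binding more than 3 SD below its plate's average and above zero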;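 note: hits lower antibody fragment binding to DSG3; some compounds called inactive have numbers as strong as hits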
Ecoli viability = counter-screen for AddAB inhibitors: E. coli growth inhibition; E. coli V3065 growth, OD600 absorbance, 18 h; inhibition, % at 11.9 µM; 330,000 tested, 0.27% active;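 active = inhibition above the campaign's mean inhibition across all tested compounds plus 3 SD, cut at about 9.9% in these data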;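 note: uninfected addAB+ strain grown without phage in ampicillin broth; 0% = DMSO wells and 100% = ciprofloxacin 0.95 µg/ml wells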
SUMO Mot1 rescue = inhibitors of SUMOylation pathway: yeast Mot1-301 growth rescue; S. cerevisiae Mot1-301 growth rescue, ATP luminescence, 38.5C; percent above DMSO median, 100 means doubled; growth rescue, % at 18.8 µM; 320,000 tested, 1% active;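 active = every valid replicate shows activation above 250% relative to neutral control wells; inactive = the rest, any valid replicate at or below 250%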;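 note: OY570 slx delta 5 strain wells were the positive control but not used for scaling; some compounds called inactive have numbers as strong as hits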
* hit, by the source's call; . = no result given.

SMILES | AddAB inh | phage Ecoli inh | PKA-R1A activ | HTR5A ag | MOR-DOR ag | OPRM1-OPRD1 inv | HTR5A inv ctr | PfHsp90 yeast 2 | Pemphigus Ab inh | Ecoli viability | SUMO Mot1 rescue
COc1ccc(S(=O)(=O)Nc2cc3c(C(C)=O)c(C)oc3c3ccccc23)cc1 | 3.1 | -1.5 | 14 | 1 | -0.8 | 4 | -2 | 3 | 98 | 1.0 | -19
CC(C)c1nnc(NC(=O)C2CCCO2)s1 (stereo unspecified) | 0.7 | 2.5 | -18 | 2 | -2.5 | 14 | -5 | -26 | 97 | 1.0 | 3
CCN(Cc1ccccc1)c1ccc(/C=N/N=C(N)N)cc1 | 4.3 | 4.5 | -1 | 10 | 6.0 | -32 | -35 | 7 | 107 | 3.5 | -24
CCn1c(SCC(=O)c2ccc3c(c2)OCCO3)nnc1C(C)C | 4.2 | 0.9 | -9 | -5 | 0.1 | -1 | 1 | -3 | 96 | 0.6 | -11
COc1ccc2c(c1)CCc1c(C(=O)NCCN3CCOCC3)noc1-2 | -0.1 | 2.9 | 4 | 1 | -2.0 | 11 | 10 | -26 | 99 | -2.0 | -2
COC(=O)c1sc(OC)cc1OCc1ccc(C)cc1 | 0.0 | 3.1 | -1 | -1 | -1.4 | 8 | -12 | 14 | 107 | -0.9 | -13
CCc1ccc(N(CC(=O)Nc2ccccc2C(=O)N2CCOCC2)S(C)(=O)=O)cc1 | 1.6 | 4.0 | 3 | 6 | -1.9 | 10 | -46 | -24 | 102 | 1.2 | 49
COc1cccc(OCc2nc3c4cnn(-c5ccccc5)c4ncn3n2)c1 | -1.3 | 1.6 | -5 | -1 | 1.5 | -8 | 0 | -21 | 105 | -4.9 | -5
C/C(=N\N=C\c1ccccc1)c1nnn(-c2nonc2N)c1C | 2.1 | 1.5 | 2 | -1 | -1.5 | 8 | -6 | -11 | 107 | 0.0 | -5
O=C(Nc1ccccn1)c1ccc2ccccc2c1O | 0.9 | 2.4 | -15 | -1 | 0.0 | 0 | 6 | 10 | 99 | 2.3 | 3
CCN1CCN(C(=O)c2cc3cc(Cl)ccc3[nH]2)CC1 | -1.2 | 3.4 | -11 | 2 | -3.6 | 16 | -7 | 7 | 128 | -0.1 | 155
CC(=O)c1ccc(NC(=O)c2cccs2)cc1 | 2.6 | 3.9 | 10 | 0 | -0.1 | 0 | -1 | 6 | 100 | 1.1 | 120
COc1ccc(OC)c2[nH]c(=O)c(CCNS(=O)(=O)c3ccccc3)cc12 | 0.0 | 1.1 | -6 | -8 | -2.1 | 10 | 20 | 11 | 103 | -0.9 | -5
CCCNC(=S)NCc1ccc(Cl)cc1 | 0.7 | 4.2 | -9 | 2 | -1.5 | 8 | 18 | -6 | 102 | 0.5 | .
COc1ccc(C(=S)NCS(=O)(=O)c2ccc(C)cc2)cc1 | 5.0 | 1.2 | -7 | 3 | -2.1 | 11 | -13 | 2 | . | 0.5 | -12
O=C(CCc1nc2sc3c(c2c(=O)[nH]1)CCCC3)NCCc1ccc(F)cc1 | 3.3 | 1.4 | 5 | 3 | -1.9 | 10 | -2 | -5 | 107 | -0.5 | -8
Cc1cc(C)nc(N2CCCC(C(=O)NCc3ccccc3)C2)n1 (stereo unspecified) | 1.5 | 2.8 | 7 | 5 | 0.6 | -3 | -31 | . | 87 | -1.6 | 193
COc1cc2nc(SCc3ccc(F)cc3)n(Cc3cccs3)c(=N)c2cc1OC | -1.4 | -0.6 | 6 | 0 | 2.2 | -11 | 1 | -20 | 97 | -2.1 | 9
O=c1cc(/C=C/c2cccs2)[nH]c2ccccc12 | 2.2 | 4.1 | -3 | 2 | -0.1 | 1 | -9 | 18 | 105 | 2.8 | -10
CCC1=NC(c2ccc(OC)c(OC)c2)N(O)C1(C)C (stereo unspecified) | 0.5 | 3.1 | -10 | -4 | -2.7 | 18 | 9 | -11 | 84 | -0.4 | 10
O=C1CC(c2ccco2)Cc2nc(NCC3CCCO3)ncc21 (stereo unspecified) | 1.4 | 2.1 | 8 | 10 | -2.7 | 11 | -24 | -5 | . | -1.4 | -13
C=CCOc1ccc(C2N3CC4(C)CN2CC(CCC)(C3)C4=O)cc1 (stereo unspecified) | -1.9 | 2.9 | -12 | -2 | 8.0 | -45 | 3 | 1 | 97 | -1.2 | 19
O=C(NCCCn1ccnc1)c1ccccc1F | 3.4 | 3.6 | -1 | -2 | -2.2 | 11 | -11 | 2 | 96 | -0.7 | 11
COc1cccc(CNC(=O)C23CN(Cc4ccccc4)CC2C(c2ccc([N+](=O)[O-])cc2)=NO3)c1 (stereo unspecified) | 2.9 | 1.2 | -4 | 7 | 0.8 | -5 | -9 | -7 | 103 | -1.2 | 7
COc1ccc2[nH]c(=O)c(CN(Cc3cccnc3)S(=O)(=O)c3ccccc3F)cc2c1 | -1.0 | 0.9 | 0 | 1 | 3.2 | -18 | -3 | 15 | 97 | -1.4 | 253
(cont.)
SMILES | AddAB inh | phage Ecoli inh | PKA-R1A activ | HTR5A ag | MOR-DOR ag | OPRM1-OPRD1 inv | HTR5A inv ctr | PfHsp90 yeast 2 | Pemphigus Ab inh | Ecoli viability | SUMO Mot1 rescue
COc1ccccc1S(=O)(=O)N1CCn2cccc2C1C (stereo unspecified) | . | 2.6 | 2 | 1 | -0.9 | 6 | -9 | . | 133 | . | .
Cc1ccc(NC(=O)CSc2ccc(S(=O)(=O)N3CCCC3)cn2)cc1F | 0.8 | 2.5 | -3 | 3 | 1.6 | -7 | -7 | -4 | 89 | 1.2 | 2
Cc1nn(C)cc1C1C(C#N)=C(N)N(c2cccnc2)C2=C1C(=O)CCC2 (stereo unspecified) | -1.0 | 5.3 | -14 | -3 | -3.3 | 20 | 8 | 6 | 100 | -0.3 | -6
COc1ccc(C(=O)N/N=C/c2ccc(N3CCOCC3)s2)cc1OC | 0.8 | 1.6 | -9 | 4 | -4.2 | 18 | -11 | -12 | 103 | -3.2 | 95
Cc1c(C(=O)O)sc2nc(CSc3nnc(-c4ccc(F)cc4)n3C)[nH]c(=O)c12 | 2.3 | 3.4 | 3 | -5 | -1.4 | 7 | 12 | -17 | 101 | 0.9 | -5
O=C(c1c(F)cccc1F)N1CCC(n2nnc3cc(C(F)(F)F)ccc32)CC1 | 1.5 | 1.8 | -3 | 3 | -1.9 | 9 | -7 | -24 | . | 0.6 | .
CN(CC(=O)c1c(N)n(C)c(=O)n(C)c1=O)c1ccccc1 | 1.2 | -0.3 | -2 | -3 | 0.4 | -2 | 7 | -6 | 94 | 0.1 | 17
CC(C)N(CCNC(=O)c1ccc(CS(=O)(=O)c2c(Cl)cccc2Cl)o1)Cc1ccccc1 | 0.4 | 1.6 | -8 | -2 | -4.0 | 20 | -15 | 1 | 99 | -3.0 | 24
COc1ccc(C2c3[nH]c4ccccc4c3C[C@H]3C(=O)N(C4CCN(Cc5ccccc5)CC4)CC(=O)N23)c(OC)c1 (stereo partly specified) | -0.2 | 4.4 | -4 | 4 | 0.4 | -2 | -14 | -15 | 98 | 1.0 | 76
CCC(C)NC(=S)Nc1ccc(C(=O)OC)cc1 (stereo unspecified) | 3.1 | 4.6 | 5 | 6 | 2.7 | -20 | -17 | 9 | 106 | -3.2 | 5
CC(C)Cc1cc(C(=O)O)n[nH]1 | 2.9 | 3.4 | -15 | 0 | -2.8 | 14 | 1 | . | 89 | 3.9 | -8
COc1ccc(S(=O)(=O)NCC2CCCN(Cc3ccc(OC)cc3F)C2)cc1 (stereo unspecified) | 2.7 | -1.3 | -9 | 6 | -0.5 | 3 | -1 | 14 | . | -2.6 | -26
CCOc1ccc(C(=S)NC2CCCCC2)cc1OCC | 1.0 | -0.2 | -5 | 3 | -2.1 | 10 | -11 | 4 | 91 | 0.4 | 1
O=C(Cc1ccc(S(=O)(=O)N2CCOCC2)s1)Nc1ccc2c(c1)CCC2 | 1.1 | -0.3 | -11 | 0 | -0.9 | 5 | -11 | -13 | 102 | -2.2 | -1
COc1ccc(/C=N/NC(=O)c2ccn[nH]2)cc1COc1ccc(F)cc1 | 0.0 | 0.8 | -1 | 0 | 1.0 | -5 | 1 | -4 | 101 | -1.3 | .
COc1ccc(F)cc1COc1nc(C)nc2ccccc12 | 1.9 | 0.5 | 4 | 2 | 0.9 | -8 | -7 | 10 | 117 | 1.3 | -15
Cc1nc2ccc(NC(=O)N(C)c3ccccc3)cc2s1 | 1.7 | 3.8 | 8 | 4 | -0.3 | 2 | -8 | 12 | 107 | 1.1 | -28
CN(C)c1ccc(/C=N/NC(=O)c2ccc3nc[nH]c3c2)cc1 | -2.8 | 2.0 | -6 | -3 | -1.7 | 8 | -8 | -9 | . | -3.8 | 135
Cc1nc(CNC(=O)c2cc(COc3ccc(F)cc3Cl)on2)cs1 | 1.2 | 3.9 | 17 | 1 | 2.1 | -10 | -3 | -21 | 100 | 0.2 | 71
CN(C)S(=O)(=O)N1CCN(c2ccc([N+](=O)[O-])c(NC3CC3)c2)CC1 | 1.2 | 4.6 | -2 | 2 | -1.1 | 6 | -45 | -36 | 105 | -1.1 | 2
CCn1c(CNc2nc(-c3ccccc3)cs2)nnc1SCC(=O)NCc1ccccc1 | -2.0 | 1.9 | 0 | 3 | -1.9 | 12 | 4 | -5 | 107 | -2.9 | 18
COc1ccccc1CC(=O)NNC(=O)c1cccs1 | 1.3 | 3.3 | 1 | -3 | -1.1 | 6 | -2 | -10 | 101 | 0.5 | -22
O=C(Nc1ccccc1)N1CCN(c2ccccc2)CC1 | . | 3.6 | -11 | 2 | -2.2 | 11 | -9 | 7 | 116 | . | .
CCCN(CCC)C(=O)Cn1c(=O)n(CCCCCC(=O)Nc2ccccc2)c(=O)c2sccc21 | 2.5 | 1.2 | -2 | -2 | -3.0 | 16 | 28 | 1 | . | 1.3 | -3
Cc1ccc(C(=O)N2CCC3(CC2)Oc2ccc(F)cc2C(=O)C32CC(c3cccnc3)=NO2)s1 (stereo unspecified) | 0.4 | 0.6 | 0 | -1 | -0.5 | 3 | 4 | -14 | 101 | -0.7 | -16
CC(=O)c1cc(NC(=O)c2ccc(C)cc2)c(=O)oc1/C=C/N(C)C | 3.8 | 2.4 | 5 | 2 | -2.9 | 16 | -3 | 12 | 122 | 1.3 | 7
CC(C)OC(=O)CSc1nnc(-c2ccc(O)cc2)n1Cc1ccccc1 | 3.1 | 3.6 | 2 | 0 | -2.2 | 12 | -21 | . | 82 | 0.5 | .
CCC(C)NC(=O)c1ccccc1NC(=O)COc1ccc(OC)cc1 (stereo unspecified) | . | 0.2 | 5 | 0 | -2.2 | 12 | -3 | 4 | 88 | . | .
COc1ccc(F)cc1S(=O)(=O)NCC(=O)NCc1cc(=O)n(C)c(=O)n1C | 1.1 | 2.0 | -3 | 9 | 1.8 | -10 | -20 | -11 | 103 | 0.8 | 11

Complete entries, looked up by structure. Values in the order: AddAB inh, phage Ecoli inh, PKA-R1A activ, HTR5A ag, MOR-DOR ag, OPRM1-OPRD1 inv, HTR5A inv ctr, PfHsp90 yeast 2, Pemphigus Ab inh, Ecoli viability, SUMO Mot1 rescue
`COc1ccc(F)cc1S(=O)(=O)NCC(=O)NCc1cc(=O)n(C)c(=O)n1C` reads 1.1, 2.0, -3, 9, 1.8, -10, -20, -11, 103, 0.8, 11
`CN(CC(=O)c1c(N)n(C)c(=O)n(C)c1=O)c1ccccc1` reads 1.2, -0.3, -2, -3, 0.4, -2, 7, -6, 94, 0.1, 17
